Source: PubChem BioAssay (The Scripps Research Institute Molecular Screening Center)
LYPLA2 inh: blocks human lysophospholipase 2, a PME1 counter-screen. recombinant LYPLA2, FP-Rh probe fluorescence polarization. inhibition, % at 5.9 µM. hit rate 0.38% among 320,000. AID 2177;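 active = inhibition above the screen-wide mean plus 3 SD, limit set per campaign, cut at about 26% in these data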;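 also: 0% = LYPLA2 with DMSO and 100% = wells lacking LYPLA2 enzyme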
pPAFAH inh: inhibitors of human plasma PAF acetylhydrolase (pPAFAH); Q13093; inhibition, % at 3.39 µM; hit rate 1.5% among 330,000; recombinant pPAFAH, FP-rhodamine probe fluorescence polarization; AID 463082;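 active = inhibition above the mean inhibition across the screen plus 3 SD, cut at about 25% in these data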;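 also: inhibitors block binding of the rhodamine activity-based probe so polarization drops; 0% = enzyme with DMSO and 100% = wells lacking pPAFAH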
PAFAH1B3 inh: PAFAH1B3 (human) inhibition | recombinant PAFAH1B3, FP-rhodamine probe, fluorescence polarization | inhibition, % at 3.39 µM | hit rate 0.28% among 340,000 | AID 492972;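 active = inhibition above the screen-wide average of all tested compounds plus 3 SD, cut at about 25% in these data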;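 also: 0% = enzyme with DMSO only and 100% = wells lacking PAFAH1B3 protein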
PAD4 FP inh: inhibitors of human PAD4 | Q9UM07 | recombinant PAD4, RCA probe fluorescence polarization | inhibition, % at 6.36 µM | hit rate 0.41% among 330,000 | AID 485272;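 active = percent inhibition above a cutoff equal to the mean of all tested compounds plus 3 SD, cut at about 15% in these data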;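 also: 0% = PAD4 with RCA probe and DMSO and 100% = probe without PAD4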
Target sequence (Q9UM07 whole entry, looked up): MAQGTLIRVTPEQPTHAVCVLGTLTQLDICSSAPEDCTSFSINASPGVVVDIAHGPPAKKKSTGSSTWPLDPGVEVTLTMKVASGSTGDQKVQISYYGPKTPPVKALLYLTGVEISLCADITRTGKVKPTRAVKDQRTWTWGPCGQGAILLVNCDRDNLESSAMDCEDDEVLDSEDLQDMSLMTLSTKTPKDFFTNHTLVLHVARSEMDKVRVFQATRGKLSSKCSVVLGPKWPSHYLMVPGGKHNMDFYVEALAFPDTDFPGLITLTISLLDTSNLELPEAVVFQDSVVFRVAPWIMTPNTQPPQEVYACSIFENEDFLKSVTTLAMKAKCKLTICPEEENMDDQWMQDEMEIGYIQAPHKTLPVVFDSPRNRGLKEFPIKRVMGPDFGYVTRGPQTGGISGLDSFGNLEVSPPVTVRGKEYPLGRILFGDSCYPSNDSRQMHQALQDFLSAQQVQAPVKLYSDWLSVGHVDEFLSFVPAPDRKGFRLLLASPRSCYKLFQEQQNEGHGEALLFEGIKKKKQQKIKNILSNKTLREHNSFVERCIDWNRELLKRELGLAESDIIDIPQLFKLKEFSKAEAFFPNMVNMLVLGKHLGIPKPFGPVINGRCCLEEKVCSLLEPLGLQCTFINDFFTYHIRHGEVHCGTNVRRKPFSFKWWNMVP
PAFAH2 inh: inhibitors of human PAFAH2; Q99487; recombinant PAFAH2, FP-rhodamine activity probe, fluorescence polarization; inhibition, % at 3.39 µM; hit rate 0.99% among 340,000;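 active = inhibition above the mean over all tested compounds plus 3 SD, cut at about 30% in these data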;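 also: inhibitors block probe labeling of enzyme so polarization drops; 0% = enzyme with DMSO and 100% = wells lacking PAFAH2 protein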
GSTO1 counter: GSTO1 inhibition, counter-screen for RBBP9 inhibitors; P78417; recombinant GSTO1, activity-based probe fluorescence polarization; inhibition, % at 5.96 µM; hit rate 1.1% among 300,000;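 active = inhibition above the campaign mean inhibition plus 3 SD, cut at about 35% in these data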;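 also: 0% = GSTO1-1 with DMSO and 100% = wells lacking GSTO1-1 enzyme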
PME-1 primary: PME-1 (human) inhibition; Q9Y570; recombinant PME-1, FP-Rh probe fluorescence polarization; inhibition, % at 5.9 µM; hit rate 0.53% among 320,000; AID 2130;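 active = inhibition above the campaign mean of all compounds plus 3 SD, cut at about 26% in these data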;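 also: competitive labeling of PME-1 active site by serine hydrolase directed probe; 0% = PME-1 with DMSO and 100% = wells lacking PME-1 enzyme; inhibitors block probe labeling so polarization falls and inhibition rises; many of its hits are not listed in these tables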
LYPLA1 inh: counter-screen for PME1 inhibitors: inhibitors of human LYPLA1. recombinant LYPLA1, FP-Rh probe fluorescence polarization. hit rate 0.16% among 320,000. AID 2174. inhibition, % at 5.9 µM. O75608;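 active = inhibition above the mean of all tested compounds plus 3 SD, set per campaign, cut at about 14% in these data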;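 also: inhibitors block serine hydrolase probe labeling of LYPLA1 so polarization falls; 0% = enzyme with DMSO and 100% = wells lacking LYPLA1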
PAFAH1B2 inh: blocks human PAF acetylhydrolase 1b catalytic subunit 2. recombinant PAFAH1B2, FP-rhodamine activity probe, fluorescence polarization. P68402. hit rate 1.2% among 340,000. AID 492953. inhibition, % at 3.39 µM;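 active = inhibition above the mean of all tested compounds plus 3 SD, cut at about 24% in these data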;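 also: 0% = enzyme with DMSO and 100% = wells lacking PAFAH1B2; many of its hits are not listed in these tables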
Target sequence (P68402 whole entry, looked up): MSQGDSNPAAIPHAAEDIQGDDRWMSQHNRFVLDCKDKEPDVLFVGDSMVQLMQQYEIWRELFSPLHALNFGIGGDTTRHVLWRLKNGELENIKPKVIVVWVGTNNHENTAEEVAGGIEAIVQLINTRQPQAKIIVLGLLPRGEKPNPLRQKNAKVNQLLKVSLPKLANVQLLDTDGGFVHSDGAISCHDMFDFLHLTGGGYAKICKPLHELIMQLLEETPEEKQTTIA
* hit, by the source's call; / = not tested or not shown. Only part of the results is shown; count on the stated rates, not on these rows.

No.	Compound	LYPLA2 inh	pPAFAH inh	PAFAH1B3 inh	PAD4 FP inh	PAFAH2 inh	GSTO1 counter	PME-1 primary	LYPLA1 inh	PAFAH1B2 inh
1	Cn1c(=O)cc(OCCCC(=O)NCc2ccccn2)c2ccccc21	1	-2	3	-4	-3	-6	4	5	2
2	NC(=O)c1sc2nc3c(cc2c1N)CCC3	-4	-2	8	-7	5	8	-8	-2	5
3	CC(=O)Nc1ccc(NC(=O)C(C)OC(=O)CC23CC4CC(CC(Br)(C4)C2)C3)cc1 (configuration not stated)	/	2	14	-1	-1	/	/	/	10
4	COc1cc(OC)c(C(=O)OCC(=O)c2cc(C)n(CC3CCCO3)c2C)cc1OC (configuration not stated)	-3	3	-1	0	-2	3	2	-1	-2
5	COc1ccc(NC(=O)CN(C)C(=O)CCc2c[nH]c3ccccc23)cc1	-5	4	0	0	2	5	0	-2	3
6	CCN(CC)CCNC(=O)c1cc(Sc2nnc(C)s2)nc2ccccc12	1	2	2	2	2	7	-3	-1	5
7	CN(c1ccccc1)c1nc(N)c([N+](=O)[O-])c(N2CCCC2)n1	1	6	7	1	6	-14	3	2	3
8	Cc1ccccc1OCC(=O)Nc1ccccc1N1CCOCC1	6	7	5	0	10	0	-6	-5	0
9	CC(=O)NS(=O)(=O)c1ccc(NC(=O)c2oc3c(Cl)cccc3c2C)cc1	-2	2	/	0	/	1	-2	-3	/
10	COc1ccc(/C(C)=N\NC(=O)c2ccc3c(c2)OCO3)cc1OC	-2	1	/	-1	/	10	3	1	/
11	COc1ccccc1N/C(N)=N/c1nc(C)cc(C)n1	4	2	0	4	2	-3	7	1	-1
12	COc1ccc(OCC(=O)Nc2ccccc2N2CCN(C)CC2)cc1	2	4	9	-2	5	2	2	0	7

4 of the compounds above, with two lines to a compound.
Values run as follows: LYPLA2 inh | pPAFAH inh | PAFAH1B3 inh | PAD4 FP inh | PAFAH2 inh | GSTO1 counter | PME-1 primary | LYPLA1 inh | PAFAH1B2 inh
[12] COc1ccc(OCC(=O)Nc2ccccc2N2CCN(C)CC2)cc1
    2 | 4 | 9 | -2 | 5 | 2 | 2 | 0 | 7
[2] NC(=O)c1sc2nc3c(cc2c1N)CCC3
    -4 | -2 | 8 | -7 | 5 | 8 | -8 | -2 | 5
[1] Cn1c(=O)cc(OCCCC(=O)NCc2ccccn2)c2ccccc21
    1 | -2 | 3 | -4 | -3 | -6 | 4 | 5 | 2
[9] CC(=O)NS(=O)(=O)c1ccc(NC(=O)c2oc3c(Cl)cccc3c2C)cc1
    -2 | 2 | / | 0 | / | 1 | -2 | -3 | /

Further results follow:
No.	Compound	LYPLA2 inh	pPAFAH inh	PAFAH1B3 inh	PAD4 FP inh	PAFAH2 inh	GSTO1 counter	PME-1 primary	LYPLA1 inh	PAFAH1B2 inh
13	COc1ccc(N(CC(=O)N/N=C/c2ccc3c(c2)OCO3)S(=O)(=O)c2ccc(NC(C)=O)cc2)cc1	-15	4	-4	-1	1	1	-9	-16	-5
14	COC(=O)C(NC(=O)CCc1nnc2ccc(N3CCC(C)CC3)nn12)C(C)C (configuration not stated)	4	3	8	2	9	-3	4	2	2
15	CN1CCN(CC#CCn2c3ccccc3c3ccccc32)CC1	7	11	5	2	4	7	0	-3	4
16	Cc1ccc(NC(=O)CC2SC(=Nc3ccc(O)cc3)NC2=O)cc1 (configuration not stated)	6	-2	2	1	3	-3	0	-1	3
17	Cc1ccccc1OCC(=O)Nc1ccc2c(c1)C(=O)N(CCC(=O)O)C2=O	-1	5	-1	-1	0	3	4	0	-2
18	C=CC(=O)NC(NC(=O)C=C)c1ccccc1F	0	-4	4	-6	0	7	0	-1	3
19	O=C(/C(=C/c1ccccc1)n1cncn1)c1ccc(Cl)cc1Cl	-3	1	9	-2	18	1	3	2	4
20	CCCNC(=O)CSc1nnc(-c2ccco2)n1C	-1	3	-1	-1	3	8	4	-3	0
21	Nc1ccc(-c2ccc(N)c([N+](=O)[O-])c2)cc1[N+](=O)[O-]	-5	-6	2	-5	-3	7	-5	-4	-3
22	C/C(N)=C(/C#N)C(=O)COC(=O)c1cc(-c2cccc3ccccc23)nc2ccccc12	-14	5	-3	9	-7	-3	-11	-8	0
23	N#Cc1ccsc1NC(=O)CN1CCCCC1	5	1	8	1	-1	-1	-1	2	3
24	O=C(c1cn(-c2ccccc2)nc1-c1cccc([N+](=O)[O-])c1)N1CCCCC1	-2	0	4	-4	8	-3	-1	0	-5

Carrying on:
No.	Compound	LYPLA2 inh	pPAFAH inh	PAFAH1B3 inh	PAD4 FP inh	PAFAH2 inh	GSTO1 counter	PME-1 primary	LYPLA1 inh	PAFAH1B2 inh
25	COC(=O)c1sc2nc3c(c(-c4cccs4)c2c1N)CCCC3	9	-5	5	3	-8	8	-3	3	-4
26	O=C(O)CC/C(=N\Nc1ccccc1[N+](=O)[O-])c1cccs1	11	12	9	4	3	-1	11	3	1
27	O=S(=O)(c1ccc(Cl)s1)N1CCC(Cc2ccccc2)CC1	0	-4	5	5	-8	1	2	-1	0
28	O=C1CC(C(=O)Nc2cccc(Cl)c2)n2ncnc2N1 (configuration not stated)	4	3	11	-5	6	0	-7	-4	5
29	Cc1ccc(C)c(C2C(C#N)=C(N)Oc3cc(C)oc(=O)c32)c1 (configuration not stated)	4	-1	-9	-9	-4	-2	-7	-1	5
30	Cc1cccc2sc(NC(=O)CSc3nnnn3C)nc12	-9	-2	10	1	-4	5	-1	-3	0
31	COc1ccc(/C=C2\CCCC3C2=NN(C(=O)COC(=O)CNC(=O)c2ccccc2)C3c2ccc(OC)cc2)cc1 (configuration not stated)	2	2	0	3	-11	0	-6	-1	-10
32	Nc1nccnc1C(=O)OCc1nc2sc3c(c2c(=O)[nH]1)CCCC3	-6	-2	3	0	6	2	-2	-3	0
33	CC1CCCN(S(=O)(=O)c2ccc(C(=O)Nc3nnc(-c4ccco4)o3)cc2)C1 (configuration not stated)	-3	7	6	-12	3	-6	-4	-8	6
34	CCC(=O)C1CCCN(C(=O)CCc2nnc(-c3ccc4c(c3)OCO4)o2)C1 (configuration not stated)	2	7	1	-4	-8	-1	-7	0	3
35	CCOC(=O)Cc1cnc(NC(=O)CSc2nc3ncnc(N)c3[nH]2)s1	-4	-2	8	-1	7	4	6	3	2
36	Cc1cc(-c2ccccc2)nc(N(C)NC(=O)C(C)(C)C)c1S(C)(=O)=O	0	2	2	0	2	-5	3	0	7

Carrying on:
nr	mol	LYPLA2 inh	pPAFAH inh	PAFAH1B3 inh	PAD4 FP inh	PAFAH2 inh	GSTO1 counter	PME-1 primary	LYPLA1 inh	PAFAH1B2 inh
37	CCOC(=O)CCC(NC(=O)c1ccccc1C(=O)NC(CCC(=O)OCC)C(=O)OCC)C(=O)OCC (configuration not stated)	3	1	6	2	6	1	0	2	3
38	CCCCCC(O)(CCN1CCCCC1)c1ccc(OCC)cc1 (configuration not stated)	1	6	0	-2	6	6	-5	-1	4
39	COc1ccc(N2CCN(C(=O)CCCCn3c(=O)[nH]c4ccsc4c3=O)CC2)cc1	14	1	6	-3	-3	11	-2	-1	4
40	COc1ccccc1/C=c1\sc2nc(-c3ccco3)nn2c1=O	-5	25*	3	-6	17	4	-8	0	6
41	CC(C)C(NC(=O)c1ccc(F)cc1)C(=O)N1CCC1 (configuration not stated)	0	3	15	-2	-3	/	-5	4	4
42	Cc1cc(Nc2ccc(Br)cc2F)n2ncnc2n1	-6	0	9	-4	-8	-3	-2	-3	2
43	CCCCn1c(N)c(N(CCC(C)C)C(=O)c2c(C)noc2C)c(=O)[nH]c1=O	-4	1	0	-6	-8	2	2	-1	-2
44	NC1=NC(=O)/C(=C\c2ccc(-c3ccc(Cl)cc3)o2)S1	-6	7	-5	-4	2	4	-9	1	6
45	O=C(NC1=NCCCCC1)c1cccc2ccccc12	2	-6	2	-3	1	3	-1	8	0
46	COc1ccc(NC(=O)C2CCCN(S(C)(=O)=O)C2)c(OC)c1 (configuration not stated)	2	3	7	-5	-4	4	-3	3	7
47	O=C(NCCCN1CCCC1=O)Nc1ccccc1Cl	0	-2	-1	4	-1	-3	5	0	0
48	COc1ccccc1N1CCN(CCCCOc2c(OC)cccc2OC)CC1	0	-3	0	-4	3	0	-4	-3	2
49	O=C(CN(c1ccc(F)cc1)S(=O)(=O)c1ccc2c(c1)OCCO2)Nc1ccccc1	-5	-1	2	-4	1	-3	3	-2	-1
50	COc1cccc2sc(N3CCN(c4nc5ccccc5s4)CC3)nc12	-1	2	9	-4	-11	0	-2	-5	1
51	Cc1cccc(Nc2nc(OCC#N)nc(N(C)C)n2)c1	5	2	8	0	0	-1	2	-1	8
52	CCn1nnnc1SCC(=O)Nc1sc(C)c(C)c1C#N	2	6	4	-6	-5	5	2	5	10
53	CCOC(=O)CC1CCCCN1C(=O)c1ccc2nc(CCOC)oc2c1 (configuration not stated)	0	6	15	3	-4	-5	-3	1	10
54	O=C(COC(=O)c1cc(S(=O)(=O)N2CCCC2)ccc1O)Nc1ccccc1Br	/	2	-2	-8	49*	/	/	/	2
55	CCCN(C(=O)CSc1nnnn1C)c1c(N)n(Cc2ccccc2)c(=O)[nH]c1=O	4	4	10	-7	2	-1	1	-4	-2
56	Cc1nnc2sc(-c3ccncc3)nn12	1	6	2	-1	-1	5	-5	-1	0

More structures follow:
nr	mol	LYPLA2 inh	pPAFAH inh	PAFAH1B3 inh	PAD4 FP inh	PAFAH2 inh	GSTO1 counter	PME-1 primary	LYPLA1 inh	PAFAH1B2 inh
57	CC(NC(=O)COC(=O)CCc1nc(=O)c2ccccc2n1C)c1ccccc1 (configuration not stated)	1	4	0	-4	15	-16	-1	1	12
58	CC(C)(C)c1ccc(C(=O)NC(=O)CSc2n[nH]c(N)n2)cc1	6	4	9	0	2	/	-5	6	-1
59	COc1ccc(NC(=O)COC(=O)C2C3CC4OC(=O)C2C4C3)cc1 (configuration not stated)	11	9	-3	-6	30	6	2	7	0
60	Cc1oc(-c2ccc(Cl)cc2)nc1CN1CCCC(C(=O)NCCCN2CCOCC2)C1 (configuration not stated)	3	-6	3	-5	-5	1	7	-2	-1
61	C[C@]12c3[nH]c4ccccc4c3CCN1C(=O)C(CC(=O)NCCCn1ccnc1)C[C@@H]2C(=O)N1CCCCC1 (some centres not stated)	/	-3	11	3	-2	/	/	/	1

Looked up by compound from the list above:
nr	mol	LYPLA2 inh	pPAFAH inh	PAFAH1B3 inh	PAD4 FP inh	PAFAH2 inh	GSTO1 counter	PME-1 primary	LYPLA1 inh	PAFAH1B2 inh
61	C[C@]12c3[nH]c4ccccc4c3CCN1C(=O)C(CC(=O)NCCCn1ccnc1)C[C@@H]2C(=O)N1CCCCC1 (some centres not stated)	/	-3	11	3	-2	/	/	/	1
57	CC(NC(=O)COC(=O)CCc1nc(=O)c2ccccc2n1C)c1ccccc1 (configuration not stated)	1	4	0	-4	15	-16	-1	1	12
58	CC(C)(C)c1ccc(C(=O)NC(=O)CSc2n[nH]c(N)n2)cc1	6	4	9	0	2	/	-5	6	-1
